# Screening data from PubChem BioAssay.
# XIAP antagonists: XIAP antagonists, biochemical, IAP family, fluorescence polarization (AID 1018). displacement, % at 20 µM; hits with a dose series show IC50 in µM. 200,000 tested, 0.007% active. E3 ubiquitin-protein ligase XIAP (Homo sapiens). XIAP BIR domain, fluorescence polarization peptide displacement; higher % means a stronger effect; in the data active = displacement above about 50%; note: a part of the inactive calls stands beside numbers as strong as those of hits
# ER stress rescue: rescue of cells from ER stress-induced death, primary screen, 384-well, CSM14.1, thapsigargin, ATP luminescence (AID 1222) | cellular ATP content (survival), % at 20 µM; hits with a dose series show EC50 in µM | 190,000 tested, under 10 active | CSM14.1 thapsigargin-induced death rescue, ATP luminescence; higher % means a stronger effect;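 active = EC50 below 50 µM in the dose-response confirmation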;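 note: death triggered by thapsigargin at about 15 µM added after 2 h compound pretreatment; cell ATP read after overnight thapsigargin exposure of roughly 18 to 22 hours; normalized against plate controls of thapsigargin alone and 5% DMSO vehicle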
# Salmonella PhoP GFP: inhibitors of PhoP regulon expression, primary screen, Salmonella Typhimurium, GFP reporter (AID 1863); S. Typhimurium PhoP-regulated promoter GFP reporter, 4 h; higher % means a stronger effect; 300,000 tested, 0.16% active; one-dose inhibition, % at 50 µM; IC50 in µM for titrated hits;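 active = inhibition over 29.93%, a cutoff 3 SD above the screen mean, later confirmed by dose response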;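 note: 0% = low Mg2+ inducing control and 100% = high Mg2+ repressing control; strong numbers were not always called active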
# M17LAP inhibition: P. falciparum M17LAP inhibitors, primary screen, biochemical, fluorogenic H-Leu-NHMec substrate, 1536-well (AID 1619) | recombinant M17LAP, H-Leu-NHMec fluorogenic kinetic assay; higher % means a stronger effect | inhibition, % at 30 µM; hits with a dose series show IC50 in µM | 220,000 tested, 0.38% active;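 active = compound inhibiting the enzyme by more than half at any dose during confirmatory dose-response retesting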;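 note: plate controls were full reaction with DMSO carrier for no effect and no enzyme background for full effect; strong numbers were not always called active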
# West Nile antiviral: West Nile virus antiviral activity, cell-based, CPE readout (AID 1621); West Nile virus-infected cells, CPE inhibition; higher % means a stronger effect; one-dose CPE inhibition, % at 10 µM; IC50 in µM for titrated hits; 290,000 tested, 0.02% active; in the data active = a potency from the dose series; note: strong numbers were not always called active
# SIAH1 antagonists: Siah-1 peptide-binding antagonists, primary screen, biochemical, fluorescence polarization, rhodamine-plectin, uHTS (AID 1817) | E3 ubiquitin-protein ligase SIAH1 (Homo sapiens) | Siah-1 / rhodamine-plectin peptide fluorescence polarization; higher % means a stronger effect | one-dose displacement, % at 20 µM; IC50 in µM for titrated hits | 290,000 tested, 0.02% active;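 active = displacement of at least 50% at 20 µM, with a fluorescence ratio check between 0.3 and a set limit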;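 note: plate controls were Siah plus tracer with DMSO for no effect and tracer alone without Siah for full effect; strong numbers were not always called active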
# Yfh1-depleted yeast: enhancers of respiration in Yfh1-depleted yeast, dose response, Friedreich's ataxia, plus single-dose screen (AID 1465); S. cerevisiae Yfh1-off respiration, WST-1 reduction, 72 h; higher fold induction means a stronger effect; fold induction at 50 µM, or EC50 in µM where a hit was titrated; 220,000 tested, 0.074% active;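 active = fold induction of absorbance versus untreated yeast above a set limit, then at least 30% activation at any dose in follow-up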;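 note: activators that raise dye reduction in frataxin-depleted yeast; strong numbers were not always called active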
# human PMI inhibitors: human PMI inhibitors, high substrate, primary screen, biochemical, fluorescence intensity, high mannose 6-phosphate (AID 1220). Mannose-6-phosphate isomerase (Homo sapiens). recombinant PMI enzyme, coupled fluorescence intensity; higher % means a stronger effect. inhibition, % at 20 µM; hits with a dose series show IC50 in µM. 190,000 tested, 0.66% active; in the data active = inhibition above about 50%
# P. falciparum M1AAP: P. falciparum M1AAP inhibitors, biochemical, fluorogenic H-Leu-NHMec substrate, 1536-well (AID 1445); recombinant M1AAP, H-Leu-NHMec fluorogenic kinetic assay; higher % means a stronger effect; one-dose inhibition, % at 30 µM; IC50 in µM for titrated hits; 220,000 tested, 0.42% active;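 active = primary inhibition above the hit cutoff, then over 50% inhibition at one or more dose response concentrations, cut at about 23% in these data, passing the limit was not always enough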;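 note: plate controls were DMSO full reaction for no effect and no enzyme background for full effect; strong numbers were not always called active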
# An asterisk follows results filed as active; i = inactive; . = no result given.
SMILES,XIAP antagonists,ER stress rescue,Salmonella PhoP GFP,M17LAP inhibition,West Nile antiviral,SIAH1 antagonists,Yfh1-depleted yeast,human PMI inhibitors,P. falciparum M1AAP
CC1CCc2cc(F)ccc2N1C(=O)CSc1nnc(-c2cccs2)n1C (stereo unspecified),-2.4%,-1.0%,10%,-6%,-1.0%,-3%,i,-5%,-7%
COc1ccc(/C=N/OC/C(O)=C(\C#N)c2nc3ccccc3[nH]2)cc1OC,-10%,-3.3%,10%,0%,-0.2%,-11%,i,12%,8%
COC(=O)c1sccc1NC(=O)CC1C(=O)NCCN1C(=O)c1ccc(F)cc1 (stereo unspecified),.,.,8%,-3%,0.1%,-3%,i,.,5%
Cc1ccc(S(=O)(=O)N2CCN(C(=O)Cn3nc(C(=O)O)c4ccccc4c3=O)CC2)cc1,.,.,-4%,-2%,1.0%,4%,i,.,4%
CSc1nc2nc3c(cn2n1)C(=O)CC(c1ccccc1)C3 (stereo unspecified),-5.7%,2.0%,-4%,-8%,0.6%,1%,i,7%,10%
CCOc1cc(C(=O)NC(C)CC)cc(OCC)c1OCC (stereo unspecified),-5.8%,-1.2%,-12%,10%,-0.1%,2%,i,0%,5%
CCOC(=O)N1CCC(N2Cc3cccc(C(=O)Nc4cc(F)ccc4F)c3C2=O)CC1,-4.3%,-0.9%,8%,-1%,0.0%,-1%,i,8%,-1%
OC(CN1CCN(c2ccccc2)CC1)c1c[nH]c2ccccc12 (stereo unspecified),-5.1%,-1.1%,8%,-8%,-0.3%,4%,i,5%,-8%
O=C(CN1C(=O)C2CC=CCC2C1=O)NCC1COc2ccccc2O1 (stereo unspecified),-5.1%,-0.1%,-4%,8.7µM*,0.0%,-1%,i,-5%,8%
CC(C)CNc1c(N)c(=O)oc2ccccc12,-4.7%,2.2%,-6%,3%,-0.5%,5%,i,-5%,14%

# Entries listed so far that contain a halogen:
SMILES,XIAP antagonists,ER stress rescue,Salmonella PhoP GFP,M17LAP inhibition,West Nile antiviral,SIAH1 antagonists,Yfh1-depleted yeast,human PMI inhibitors,P. falciparum M1AAP
CC1CCc2cc(F)ccc2N1C(=O)CSc1nnc(-c2cccs2)n1C (stereo unspecified),-2.4%,-1.0%,10%,-6%,-1.0%,-3%,i,-5%,-7%
COC(=O)c1sccc1NC(=O)CC1C(=O)NCCN1C(=O)c1ccc(F)cc1 (stereo unspecified),.,.,8%,-3%,0.1%,-3%,i,.,5%
CCOC(=O)N1CCC(N2Cc3cccc(C(=O)Nc4cc(F)ccc4F)c3C2=O)CC1,-4.3%,-0.9%,8%,-1%,0.0%,-1%,i,8%,-1%

# Next results follow.
SMILES,XIAP antagonists,ER stress rescue,Salmonella PhoP GFP,M17LAP inhibition,West Nile antiviral,SIAH1 antagonists,Yfh1-depleted yeast,human PMI inhibitors,P. falciparum M1AAP
CCCOc1ccc2c(=O)c(N3C(=O)c4ccccc4C3=O)c(C)oc2c1,-7.1%,6.8%,-1%,-5%,1.1%,-2%,i,-5%,1%
COc1ccc(CC(=O)Nc2nc(-c3cccnc3)cs2)cc1,-6.1%,-0.1%,-10%,-4%,-0.2%,14%,i,-7%,4%
CCOC(=O)c1c(CSc2ccc(C)cc2)oc2ccc(O)cc12,-8.0%,-1.9%,-2%,-8%,-1.1%,0%,i,22%,-1%
O=S(=O)(c1ccc(Br)s1)N1CCN(c2ccnc3cc(Cl)ccc23)CC1,.,.,-9%,-7%,1.0%,-4%,i,.,-4%
CCOC(=O)c1nnn(-c2nonc2-n2cccc2)c1-c1cccc([N+](=O)[O-])c1,-4.9%,-1.3%,-5%,12%,-0.6%,-6%,i,2%,7%
COc1ccccc1OCc1ccc(C(=O)NCc2cccnc2)o1,-21%,1.5%,6%,3%,-1.2%,3%,i,7%,2%
O=C(COC(=O)c1cccc2c1C(=O)c1ccccc1C2=O)NC1CCCCC1,-1.4%,-1.8%,1%,2%,0.5%,1%,i,21%,0%
Cn1nc(C(F)(F)F)c(-c2ccccc2)c1N,.,.,-14%,3%,0.1%,-2%,i,.,17%
CC(C)(C)NC(=O)C(c1ccncc1)N(C(=O)Cn1nnc(-c2ccc(F)cc2)n1)c1ccc(F)cc1 (stereo unspecified),-3.6%,3.0%,3%,5%,0.1%,-2%,i,.,-2%
CNC(=O)CSc1nc(SC)ns1,-1.5%,.,2%,-7%,-0.2%,8%,i,-13%,-5%
CC(C)OC(=O)/C(=C\c1cccc2ccccc12)NC(=O)c1ccccc1,-3.5%,-2.3%,7%,5%,-0.9%,3%,i,0%,2%
Cc1cc(NC(=O)CCNS(=O)(=O)c2cc(Br)cnc2N)ccc1Br,-6.6%,2.1%,21%,6%,-1.6%,0%,i,8%,1%
COc1cc(C(=O)OCC(=O)Nc2cc(C)on2)ccc1OCc1ccccc1Cl,-2.0%,0.9%,-2%,3%,0.6%,2%,.,3%,-4%
COc1ccccc1NC(=S)NCCc1ccc(S(N)(=O)=O)cc1,-4.5%,3.5%,2%,3%,0.1%,3%,i,2%,0%
Cc1c(Nc2nc(-c3ccc(Cl)cc3)cs2)c(=O)n(-c2ccccc2)n1C,-5.7%,4.5%,-7%,4%,.,2%,.,14%,-1%
O=C(NC1CCCC1)c1cc(COc2ccc3ncccc3c2)on1,.,.,-1%,19%,-1.2%,5%,i,.,8%
O=C(Cc1ccc([N+](=O)[O-])cc1)Nc1cccc(C(F)(F)F)c1,0.0%,0.7%,26%,3%,-1.3%,1%,i,24%,-4%
COc1ccc(CN2C(=O)CCC2(C)C(=O)NC2CCCC2)c(OC)c1 (stereo unspecified),-3.7%,-1.1%,-6%,0%,.,-4%,.,-3%,6%
Cn1nccc1C(=O)Nc1ccc2c(c1)OCCO2,-5.8%,-1.6%,3%,-7%,0.8%,-4%,i,19%,8%
Cc1nnn(C23CC4CC(CC(C(=O)NN)(C4)C2)C3)n1,-4.4%,0.5%,-3%,19%,0.4%,6%,i,-10%,-1%
O=C(/C=C/c1ccc(S(=O)(=O)N2CCOCC2)cc1)N1CCN(c2ccc(F)cc2)CC1,.,.,-3%,1%,-0.1%,2%,i,.,12%
O=C1N(Cc2cccc(Cl)c2)C[C@@H]2C[C@@H](c3cccn3-c3nccs3)N3CCC[C@@]123,-7.2%,2.5%,16%,-1%,-1.1%,6%,i,4%,0%
O=C(O)c1cc2n(n1)CCN(Cc1ccccc1Cl)C2=O,-5.0%,-0.6%,-1%,6%,0.1%,10%,i,-8%,1%
CC(OC(=O)CCc1nc2ccccc2c(=O)[nH]1)C(=O)NC1CCCC1 (stereo unspecified),-18%,-2.6%,10%,4%,-0.1%,-3%,i,2%,7%
C#Cc1ccc([C@@H]2C=C(C(=O)N3CCN(Cc4ccccc4)CC3)O[C@H](OCC)[C@H]2CCCO)cc1,-15%,6.9%,-3%,-2%,-0.1%,4%,i,6%,-4%
COc1ccccc1NC(=O)c1cc2n(n1)C(C(F)(F)F)CC(c1ccc3c(c1)OCO3)N2 (stereo unspecified),-3.1%,-0.4%,-10%,-10%,0.1%,1%,i,28%,7%
COc1nc(OCCNC(C)=O)nc(N(C)C)n1,-2.7%,-1.4%,-5%,8%,-0.4%,-5%,i,0%,-1%
Cn1c(-c2c(N)n(CCCc3ccccc3)c3nc4ccccc4nc23)nc2ccccc21,-4.7%,-1.5%,3%,-12%,0.7%,-4%,i,20%,-3%
CC(C)(C)c1ccc(C(=O)NNc2ccc(F)cc2F)cc1,.,.,-12%,-2%,-0.4%,16%,i,.,8%
COc1cc(C(C#N)N2CCC(c3ccccc3)=N2)ccc1O (stereo unspecified),.,.,-4%,12%,0.5%,-1%,i,.,2%
O=C(CP(=O)(c1ccccc1)c1ccccc1)Nc1cccc(CP(=O)(c2ccccc2)c2ccccc2)c1,.,.,-6%,7%,0.0%,7%,i,.,5%
O=C(Nc1ccccc1Cl)OCc1cncs1,-2.5%,0.5%,10%,0%,0.6%,2%,i,6%,-2%
O=c1c2c(nc3n1CCS3)c1cc(F)ccc1n2Cc1cc(=O)n2cc(Cl)ccc2n1,.,.,-5%,-7%,-0.1%,-3%,i,.,2%
CC(C)n1c(=N)c(C(=O)NCCc2ccccc2)cc2c(=O)n3ccccc3nc21,-5.4%,2.9%,-7%,i,-0.8%,2%,i,-5%,59µM*
CCN(CC)S(=O)(=O)c1ccc(C(=O)NCc2ccc(C)cc2)cc1,-1.0%,-1.2%,-4%,6%,0.8%,1%,i,5%,8%
O=C(O)COc1ccccc1/C=N/Nc1ccc(S(=O)(=O)Nc2ccc(Cl)cc2)cc1[N+](=O)[O-],-4.5%,-1.3%,-2%,8%,-0.2%,-2%,i,4%,39µM*
CCC(=O)NCCCNc1nc2c(C)cccc2cc1C#N,-9.3%,-1.5%,-3%,2%,0.0%,0%,i,4%,12%
Cc1ccc(S(=O)(=O)n2c([N+](=O)[O-])cnc2C)c(C)c1C,-1.5%,-2.0%,-4%,-4%,1.1%,3%,i,-18%,0%
CCc1ccc(Nc2ncc3c(n2)CC(c2ccc(OC)cc2)CC3=O)cc1 (stereo unspecified),-0.4%,-1.0%,6%,-3%,0.4%,0%,i,2%,11%
O=C(O)CCNC(=O)/C(=C/C=C/c1ccccc1)NC(=O)c1ccccc1,-7.1%,-0.3%,-9%,12%,0.1%,1%,i,-1%,12%
CCOC(=O)C(C)S(=O)(=O)c1ccc(C(F)(F)F)cn1 (stereo unspecified),1.7%,-2.2%,4%,2%,-0.1%,1%,i,10%,-3%
CCOC(=O)c1ccc(NNC(C)=O)c([N+](=O)[O-])c1,-9.1%,2.0%,-3%,1%,-0.2%,-4%,i,8%,3%
CC1(C)NC(C(=O)O)Cc2c1[nH]c1ccccc21 (stereo unspecified),-12%,-2.4%,-9%,1%,1.6%,1%,i,0%,1%
Cc1nn2c(-c3ccncc3)nnc2c2ccccc12,0.2%,-2.2%,3%,9%,-0.1%,7%,i,2%,3%
O=C(Cc1ccccc1Cl)NNC(=O)Nc1ccccc1,-1.3%,-0.3%,2%,-6%,-0.5%,4%,i,-5%,2%
Cc1c(NC(=O)c2nn3c(c2Br)NC(c2ccccc2)CC3C(F)(F)F)c(=O)n(-c2ccccc2)n1C (stereo unspecified),-14%,-7.4%,-4%,2%,-0.2%,-2%,i,2%,5%
COc1ccc(-c2cc(C3CCN(c4ncccc4[N+](=O)[O-])CC3)[nH]n2)cc1,-8.9%,0.2%,-7%,-11%,0.3%,-2%,i,22%,6%
CSc1nc(-c2ccco2)cc(-c2ccccc2)c1C#N,-5.1%,2.5%,-14%,-11%,0.1%,-1%,i,2%,3%
O=C(N/N=C\C=C\c1ccc2c(c1)OCO2)C1COc2ccccc2O1 (stereo unspecified),-4.0%,-3.6%,4%,21%,0.8%,6%,i,4%,13%
COc1cc(C(=O)OCC(=O)N2CCCCC2C)ccc1OCc1c(C)noc1C (stereo unspecified),-6.9%,.,1%,0%,-0.6%,-6%,i,-13%,4%
Cc1sc2ncnc(Nc3ccccc3)c2c1C,-8.5%,0.2%,8%,1%,2.4%,0%,i,2%,3%
